# Screening data deposited in PubChem BioAssay by several laboratories.
# FLuc inh counter: Photinus pyralis luciferase inhibition counter-screen; inhibition, % at 10 µM; P08659; ATPLite firefly luciferase biochemical luminescence, 10 min; 200,000 tested, 1.5% active;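 active = inhibition above about 50% when tested at 10 µM, limit read from the data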
# Target sequence (P08659 whole entry, looked up): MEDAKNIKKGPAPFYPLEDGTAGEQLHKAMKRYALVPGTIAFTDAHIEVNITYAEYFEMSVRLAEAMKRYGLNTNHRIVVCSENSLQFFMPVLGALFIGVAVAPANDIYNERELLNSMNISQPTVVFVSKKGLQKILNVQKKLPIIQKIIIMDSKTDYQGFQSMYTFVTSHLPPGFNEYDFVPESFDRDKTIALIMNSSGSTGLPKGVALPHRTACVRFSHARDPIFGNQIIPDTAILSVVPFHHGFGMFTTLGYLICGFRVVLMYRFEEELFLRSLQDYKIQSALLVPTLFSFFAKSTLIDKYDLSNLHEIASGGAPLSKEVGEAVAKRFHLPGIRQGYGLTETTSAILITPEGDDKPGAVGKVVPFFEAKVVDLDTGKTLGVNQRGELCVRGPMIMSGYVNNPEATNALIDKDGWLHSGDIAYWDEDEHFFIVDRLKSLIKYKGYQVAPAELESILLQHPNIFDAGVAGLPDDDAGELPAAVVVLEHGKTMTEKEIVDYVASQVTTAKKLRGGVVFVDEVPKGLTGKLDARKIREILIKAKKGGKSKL
# TNAP inh hiacc: inhibitors of human TNAP at high phosphate acceptor concentration | purified TNAP, CDP-star luminescence, 1 M DEA | inhibition, % at 20 µM | 200,000 tested, 0.03% active | AID 1135;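 active = over 50% inhibition of tissue-nonspecific alkaline phosphatase at 20 µM in the single-dose screen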;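 also: plate controls were DMSO wells for no effect and EDTA-quenched wells as full inhibition for full effect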
# Target sequence (P05186 whole entry, looked up): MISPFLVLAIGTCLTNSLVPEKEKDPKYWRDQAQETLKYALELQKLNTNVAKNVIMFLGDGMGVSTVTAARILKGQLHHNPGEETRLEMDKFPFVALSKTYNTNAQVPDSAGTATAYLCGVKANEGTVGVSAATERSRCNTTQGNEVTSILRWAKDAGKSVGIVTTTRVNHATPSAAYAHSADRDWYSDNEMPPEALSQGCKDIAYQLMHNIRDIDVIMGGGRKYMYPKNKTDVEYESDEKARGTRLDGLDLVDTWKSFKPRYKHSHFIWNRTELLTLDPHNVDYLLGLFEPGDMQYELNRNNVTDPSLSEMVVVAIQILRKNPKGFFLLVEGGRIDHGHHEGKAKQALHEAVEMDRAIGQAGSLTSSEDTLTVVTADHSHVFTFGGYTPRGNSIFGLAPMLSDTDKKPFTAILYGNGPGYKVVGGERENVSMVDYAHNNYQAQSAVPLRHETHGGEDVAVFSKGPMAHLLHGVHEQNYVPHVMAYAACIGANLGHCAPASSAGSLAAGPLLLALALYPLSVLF
# RAM network inh: inhibitors of the yeast RAM network. S. cerevisiae dse1pr::URA3 reporter, 5-FOA growth OD615, 2 d; analog-sensitive cbk1-as2 kinase mutant strain. inhibition, % at 50 µM. 190,000 tested, 1.8% active. AID 868;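 active = inhibition above a set limit, 3 SD over mean compound inhibition, cut at about 8.4% in these data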;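 also: 0% = DMSO-only wells with no growth and 100% = 10 µM 1-NA-PP1 full growth; inhibition rescues growth on 5-FOA so higher OD means more RAM inhibition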
# bIAP inhibitor: intestinal alkaline phosphatase (bovine) inhibition; purified bovine IAP, CDP-star luminescence, 30 min; inhibition, % at 20 µM; 190,000 tested, under 10 active; AID 1019;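 active = over 50% inhibition of intestinal alkaline phosphatase at 20 µM in the single-dose screen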
#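 Assay system – bovine IAP enzyme · Quantity – bovine IAP at 1/65,000,000 final dilution · Detection – CDP-star luminescence signal · Times – 30 min reaction at room temperature · Also added – CDP-star substrate at 30 µM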
# bIAP act: intestinal alkaline phosphatase (bovine) activation; activation factor at 20 µM; AID 1016; purified bovine IAP, CDP-star luminescence, 30 min; stronger effect = higher value; fold of DMSO-control signal, blank-subtracted; 200,000 tested, 0.17% active;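 active = activation factor of 2 or more at 20 µM, a signal rise over negative controls twice the positive control's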
# TNAP act hi DEA: TNAP (human) activation, high acceptor | P05186 | 200,000 tested, under 10 active | AID 1136 | activation factor at 20 µM | purified TNAP, CDP-star luminescence, 1 M DEA, 30 min; stronger effect = higher value; 0 = EDTA background, 1 = DMSO-only activity;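 active = activation factor at least 2 at 20 µM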
#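 Measured by: Luminescent substrate turnover signal | Test system: Human TNAP | Input: TNAP 1/800 final | Dosing: 20 µM single point | Schedule: 30 min, room temperature | Controls: EDTA wells as negative control, DMSO wells as positive control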
# TNAP inh no acc: TNAP (human) inhibition, acceptor-free conditions; 200,000 tested, 0.26% active; inhibition, % at 20 µM; purified TNAP, CDP-star luminescence, 30 min; AID 1012; P05186;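 active = tissue-nonspecific alkaline phosphatase inhibition above about 50% at 20 µM in the single-dose screen, limit read from the data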;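 also: 0% = DMSO negative control and 100% = EDTA positive control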
# FLuc act counter: affects firefly luciferase, flagging false hits in luciferase stimulation screens; P08659; ATPlite luciferase biochemical, luminescence, 10 min; 0 = ATP-free wells, 1 = DMSO control; activation factor at 10 µM; 200,000 tested, under 10 active;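 active = luciferase activation factor, scaled between plate controls, of at least 2 with compound at 10 µM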
#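 assay system = Luciferase/luciferin detection reagent, cell-free biochemical luciferase assay | also added = ATP substrate | times = 10 min post-reagent at room temperature | measured by = luminescence from luciferase reaction | measure = luciferase activation, seen as luminescence increase over controls | benchmarks = low control with PBS replacing ATP, high control enzyme plus ATP without compound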
# Lmaj promast: Leishmania major promastigote growth inhibition. Leishmania major promastigotes, resazurin fluorescence viability. inhibition, % at 10 µM. 200,000 tested, 9% active; in the data active = inhibition above about 50%;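 also: promastigotes grown with compound for 44 hours at 28 °C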
# APP 5UTR inh: APP translation inhibition. SH-SY5Y APP 5'UTR-luciferase reporter, luminescence. inhibition, % at 2 µM. 190,000 tested, 0.82% active. AID 1285;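 active = inhibition above a set limit, derived from the sample mean plus 3 SD, cut at about 45% in these data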; also: values of inactives mirror those of a sister screen read the other way
# * = called active by the depositor; . = not tested or not shown. Rows were taken by chance, and some 13% of all compounds hit somewhere here.
SMILES,FLuc inh counter,TNAP inh hiacc,RAM network inh,bIAP inhibitor,bIAP act,TNAP act hi DEA,TNAP inh no acc,FLuc act counter,Lmaj promast,APP 5UTR inh
Cc1ccc(C)c(NC(=S)N/N=C2/CCCCc3ccccc32)c1,-6,-1,3.4,6,0.9,1,16,1.1,22,7
Cn1c(=O)c2c(nc(N/N=C/c3ccco3)n2C)n(C)c1=O,6,4,0.1,-108,2.1*,1,-279,0.9,3,-5
N#CCN1CCC/C1=C\[N+](=O)[O-],2,0,0.3,0,1,1,-10,1,-5,-4
COc1ccc(-c2noc(CSc3nnc(Cc4ccccc4)n3-c3ccc(Cl)cc3)n2)cc1,-3,-2,10*,-7,1.1,1,-1,1,18,2
Cc1nn(C)c(C)c1CN(C(=O)CCc1nnc(Cc2c[nH]c3ccccc23)o1)C(C)C,-7,-8,-1.5,8,0.9,1.1,-11,1.1,-4,-5
COc1ccc(C(C#N)N2CCCCCC2)cc1OC (stereo not given),-9,-9,0.6,7,0.9,1.1,-2,1.1,-2,-10
O=C(NCc1ccccn1)c1cccc([N+](=O)[O-])c1,-7,-4,0.1,6,0.9,1,-7,1.1,-5,.
O=C(NC1CCCCC1)C(c1cccs1)N(CC1CCCO1)C(=O)c1csnn1 (stereo not given),-5,-7,-1.4,7,0.9,1.1,-11,1,1,-18
NC(=O)CSc1nc2ccccc2n1-c1ccccc1,0,2,0.4,0,1,1,-8,1,-3,-7
O=C(CC1SC2=NCCN2C1=O)Nc1ccc(Br)cc1 (stereo not given),-5,-4,0.3,5,1,1,-13,1.1,-9,-12
COc1cc(C(=O)Nc2ccccc2N2CCOCC2)ccc1OCc1c(C)noc1C,-6,-4,0.8,-10,1.1,1,-5,1.1,-3,8
Cc1c(C(=O)O)c(C(=O)O)nc2ccc(N3CCOCC3)cc12,-4,-3,0.9,-5,1,1,-4,1,3,-5

# Arranged by molecular weight (falling): part of the list above.
SMILES,FLuc inh counter,TNAP inh hiacc,RAM network inh,bIAP inhibitor,bIAP act,TNAP act hi DEA,TNAP inh no acc,FLuc act counter,Lmaj promast,APP 5UTR inh
COc1ccc(-c2noc(CSc3nnc(Cc4ccccc4)n3-c3ccc(Cl)cc3)n2)cc1,-3,-2,10*,-7,1.1,1,-1,1,18,2
COc1cc(C(=O)Nc2ccccc2N2CCOCC2)ccc1OCc1c(C)noc1C,-6,-4,0.8,-10,1.1,1,-5,1.1,-3,8
O=C(CC1SC2=NCCN2C1=O)Nc1ccc(Br)cc1 (stereo not given),-5,-4,0.3,5,1,1,-13,1.1,-9,-12
Cn1c(=O)c2c(nc(N/N=C/c3ccco3)n2C)n(C)c1=O,6,4,0.1,-108,2.1*,1,-279,0.9,3,-5
NC(=O)CSc1nc2ccccc2n1-c1ccccc1,0,2,0.4,0,1,1,-8,1,-3,-7
COc1ccc(C(C#N)N2CCCCCC2)cc1OC (stereo not given),-9,-9,0.6,7,0.9,1.1,-2,1.1,-2,-10

# The list goes on.
SMILES,FLuc inh counter,TNAP inh hiacc,RAM network inh,bIAP inhibitor,bIAP act,TNAP act hi DEA,TNAP inh no acc,FLuc act counter,Lmaj promast,APP 5UTR inh
COc1cc(NC(=O)c2ccc(Br)o2)ccc1NC(=O)c1ccccc1Cl,1,-4,4.2,12,0.9,1,-9,1,-3,2
CCOC(=O)C1CCN(C(=O)C2(NC(=O)Nc3cccc(F)c3)CCCCC2)CC1,-4,-12,3.3,-7,1.1,1.1,-31,1,-15,2
COC(=O)CC1COc2ccccc2N1C(=O)c1ccc(C(C)(C)C)cc1 (stereo not given),-5,-4,4.4,4,1,1,-6,1,9,10
O=C(COc1ccccc1)Nc1ccc(N2CCN(C(=O)c3cccs3)CC2)cc1,-3,-2,6.8,4,1,1,-8,1,-3,4
CSc1cccc(NS(=O)(=O)c2ccc(F)cc2)c1,-5,-1,0.4,8,0.9,1,-8,1,55*,-12
CCOC(=O)CN1C(=O)S/C(=C/c2cc(C)n(-c3ccccn3)c2C)C1=O,27,2,4.5,-2,1,1,-7,0.7,-2,-52
CSc1nnc2c(n1)c(C)nn2-c1cccc(C)c1,1,3,1.2,1,1,1,0,1,0,-24
COc1ccc(CN(C(=O)c2cc3ccccc3oc2=O)C2CCCCC2)cc1OC,3,-3,0.6,-8,1.1,1,2,1,8,-63
COc1ccc(CC(=O)NC2CCN(Cc3nnnn3C(C)(C)C)CC2)cc1OC,0,3,0.1,-5,1,1,-11,1,7,16
Cc1ccc2c(c1)SC1=NC(c3ccccc3)(C(F)(F)F)NC(=O)N12 (stereo not given),-8,0,0.5,2,1,1,6,1.1,1,-8
Cc1ccc(C)c(NC2=NCC(=O)N2c2ccc3c(c2)OCCO3)c1,-5,1,1.4,18,0.8,1,0,1.1,-9,-26
COC(=O)c1ccc(OCC(=O)c2ccc(C)c(C)c2)cc1,2,0,0.4,-1,1,1,-2,1,-8,-15
S=c1[nH]nc(Cn2nnc3ccccc32)n1-c1ccccc1,-5,-7,3.1,2,1,1.1,-10,1.1,-6,-4
COc1ccc(-c2noc(CCCC(=O)O)n2)cc1,-3,-3,-0.1,5,1,1,-7,1,-5,56*
Cc1cc(C)nc(SCC(=O)Nc2ccc(S(=O)(=O)Nc3nccs3)cc2)n1,-7,-4,2.4,3,1,1,-13,1.1,-6,6
Cc1ccc(-c2nn(-c3ccccc3)cc2C=C2C(=O)CC(C)(C)CC2=O)cc1,-3,1,1.1,15,0.9,1,17,1,96*,-71
CCOC(=O)C(CC)Sc1nnc2c3cc(C)ccc3n(C)c2n1 (stereo not given),-4,-1,1.4,-2,1,1,-5,1,16,12
Cc1ccc(C(CC(=O)O)C2CCOC(C)(C)C2)cc1 (stereo not given),-3,-5,0.8,14,0.9,1,-20,1,-5,-4
Cc1nn2c3ccccc3n(Cc3ccccc3)c2nc1=O,-3,-4,0.6,6,0.9,1,0,1,0,1
Cc1ccc(C(=O)N/C(=C\c2ccc(Cl)cc2)C(=O)NCC2CCCO2)cc1 (stereo not given),5,6,4.1,6,0.9,0.9,9,0.9,-4,3
CN1CC(=O)N(CC(=O)N2CCC(Cc3ccccc3)CC2)C1=O,-1,-2,0.2,-15,1.2,1,-12,1,-3,-16
COC(=O)c1ccccc1NC(=O)CSc1nc(-c2ccco2)cc(C(F)(F)F)n1,-6,1,3.3,3,1,1,11,1.1,-5,73*
Cc1cccc(S(=O)(=O)Nc2nc3ccccc3nc2NCc2ccc3c(c2)OCO3)c1,-5,0,-0.2,46,0.5,1,-20,1,-4,1
CCc1ccc(CNC(=O)CCc2nnc(Cc3cccc(C(F)(F)F)c3)o2)nc1,-9,-7,0.0,8,0.9,1.1,-4,1.1,-5,4
O=C1CCN(C(=O)Nc2ccccc2Cl)N1,-5,-5,1.1,3,1,1,4,1.1,-4,-20
CN(CC(=O)Nc1ccc(F)c(F)c1F)C1CCCCC1,-5,-7,0.2,19,0.8,1.1,-15,1.1,0,5
CC(C)Cn1cnc2c1c(=O)n(CC(O)c1ccccc1)c(=O)n2CC(C)C (stereo not given),-2,-3,2.1,4,1,1,-7,1,1,1
Cc1ccnc(NC2c3ccccc3C(=O)N2Cc2ccccc2Cl)c1 (stereo not given),-7,0,1.5,13,0.9,1,-2,1.1,22,-11
Cc1ccc(C(NC(=O)N2CCCC2)C(Cl)Cl)cc1F (stereo not given),-5,-4,4.5,-10,1.1,1,-2,1,4,-8
COc1ccc(/C=C2\SC(N3CCc4ccccc4C3)=NC2=O)cc1OC,4,4,4.2,16,0.8,1,-8,1,12,13
O=C1CCc2cc(S(=O)(=O)N3CCN(Cc4ccc5c(c4)OCO5)CC3)ccc2N1,-1,-5,1.0,-11,1.1,1.1,-13,1,-1,-23
CCCCCC(=O)Nc1ccc(N2CCN(S(C)(=O)=O)CC2)cc1,-10,-3,1.8,9,0.9,1,-6,1.1,-6,0
COc1cc(CNc2nc3ccccc3[nH]2)cc(OC)c1OC,-6,-2,0.8,12,0.9,1,-12,1.1,6,-10
O=C(O)CCn1c(=O)c2ccccc2c2ccccc2c1=O,-4,1,1.0,1,1,1,-9,1,-5,4
COc1ccc(NC(C)=O)cc1NC(C)C(=O)Nc1ccc(F)c(F)c1F (stereo not given),-3,-5,2.3,-9,1.1,1,-8,1,0,-20
CN1C(=O)c2oc3ccc(Br)cc3c(=O)c2C1c1ccncc1 (stereo not given),-4,-6,.,8,0.9,1.1,-20,1,.,.
O=C(Nc1cccc2nsnc12)c1ccc(F)cc1,3,-1,2.9,-9,1.1,1,-6,1,-8,-2
O=C(Nc1ccc(Cn2nnc3ccccc32)cc1)c1ccco1,-3,-9,2.9,11,0.9,1.1,-4,1,6,-8
COc1ccc(NC(=O)Cc2ccc(Cl)c(Cl)c2)cn1,-8,1,3.4,19,0.8,1,-14,1.1,5,-9
Cc1cc(C)c2nc(SCC(=O)NC(=O)c3cccn3C)cc(C)c2c1,1,-2,6.2,-5,1.1,1,-6,1,7,3
COc1ccc(NC(=S)Nc2ccc(C)c(S(=O)(=O)N3CCCCC3)c2)cc1,-5,4,2.4,-6,1.1,1,-22,1.1,76*,6
CC1(C)C(N(O)C(=O)Nc2ccccc2)N(c2cccc(Cl)c2)C(=O)N1O (stereo not given),-12,-5,0.5,2,1,1.1,4,1.1,-6,-4
CCCCCCCCC(=O)N/N=C(\C)c1cccnc1,-6,0,-0.4,-6,1.1,1,2,1.1,3,0
Brc1ccc(-c2nnc3sc(CNCc4ccc5c(c4)OCO5)cn23)cc1,-3,-2,2.2,20,0.8,1,-2,1,85*,-12
CCCC(=O)NCCc1ccc(F)cc1,-4,-3,0.7,6,0.9,1,-6,1,-1,-5
Cc1cc(C)n(-c2ncnc3sc4c(c23)CC(C)CC4)n1 (stereo not given),-4,-5,0.3,-5,1,1,-2,1,-8,0
COC(=O)Cc1cc(=O)oc2cc(O)ccc12,-4,-6,2.8,0,1,1.1,-14,1,-6,1
Cc1cccc(C)c1NC(=O)Cn1c(=O)n(CCC(=O)NCc2ccco2)c(=O)c2sccc21,0,-4,0.2,5,1,1,-6,1,-3,1
CCC(C)NC(=O)c1cccc(OCc2c(C)noc2C)c1 (stereo not given),-6,-1,1.9,-12,1.1,1,-4,1.1,0,-6
O=C(CSc1nc2ccccc2o1)NCc1ccco1,-5,-9,-0.3,1,1,1.1,-18,1.1,-4,-4
COc1cc(C)ccc1OCCOc1c(C)cc(Cl)cc1Cl,-4,0,6.6,-1,1,1,-12,1,-5,-2
Cn1cc([N+](=O)[O-])c(C(=O)NCc2cc3cc(Cl)ccc3[nH]2)n1,-7,-3,0.0,-26,1.3,1,-8,1.1,20,0
CCC(=O)Nc1ccc(C(=O)CSc2nnc(-c3ccc(O)cc3)n2CC2CCCO2)cc1 (stereo not given),-2,-4,3.3,-4,1,1,-7,1,0,9
Cc1ccc(/C=N/NS(=O)(=O)c2ccccc2)o1,-6,-2,2.4,-4,1,1,-11,1.1,0,5
O=C1C=C(c2ccccc2)OC2(CCCC2)O1,5,-7,0.9,17,0.8,1.1,-12,0.9,-2,0
S=C(NCc1ccc(Cl)cc1)NN1CCOCC1,-4,-4,0.3,-1,1,1,-12,1,-4,2
